# MCF10A rereplic = A quantitative high throughput screen for small molecules that induce DNA re-replication in MCF 10a normal breast cells; MCF 10A DNA re-replication, Hoechst nuclear intensity, 48 h; Potency, µM (top dose mostly 46.1 µM), inactives show at the highest dose activity, positive = re-replication, hits mostly activators; 350,000 compounds, 2.9% hits; further: potency means the concentration at half of the fitted maximal effect; % of control where 0% means no effect; nearly all actives have a fitted effect of over 50% in size
# KB-3-1 cytotox = qHTS assay for MDR1-selective chemotherapeutics: Primary screen using the parental adenocarcinoma cell KB-3-1; KB-3-1 viability, CellTiter-Glo ATP luminescence, 72 h; Potency, µM (highest dose often 46.1 µM), without a hit: top-dose activity change, negative = cytotoxic, most hits filed as cytotoxic; 400,000 compounds, 1.4% hits; further: potency means the concentration at half of the fitted maximal effect; on the % scale 0 is the no-effect control and ±100 the full control effect; nearly all actives have a fitted effect of over 60% in size
#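 Cells are dispensed, compounds pinned in, plates held at 37 °C for 72 h, then CellTiter-Glo is added and luminescence read after 10 minutes. Cell line: parental KB-3-1 in phenol-red-free DMEM, 10% FBS.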
# HT1080-NT tox = qHTS for induction of synthetic lethality in tumor cells producing 2HG: qHTS for the HT-1080-NT fibrosarcoma cell line | Potency, µM (highest dose often 46.1 µM), inactives show at the highest dose activity, negative = less viability, usual class: cytotoxic | 360,000 compounds, 1.6% hits | HT-1080-NT fibrosarcoma viability, CellTiter-Glo ATP luminescence, 48 h | AID 686970, 2013;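 further: NT is the 2HG producing partner of a matched IDH1 knockdown line; potency means the concentration at half of the fitted maximal effect; 0% = DMSO-treated cells and -100% = media-only wells without cells; nearly all actives have a fitted effect of over 55% in size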
#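 HT-1080-NT; 750 cells/well; 5% FBS RPMI; 48 h compound, 37 degrees C; CellTiter-Glo luminescence; curve fitting and curve-class assignment.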
# ATXN2 expr inh = Primary qHTS for Inhibitors of ATXN expression | HEK-293 ATXN2-luciferase reporter, luminescence, 24 h | Potency, µM (series often up to 57 µM), without a hit: at the top dose activity change, negative = inhibition, actives largely listed as inhibitors | 360,000 compounds, 0.72% hits | AID 1745845, 2022; further: potency means the concentration at half of the fitted maximal effect; on the % scale 0 is the no-effect control and ±100 the full control effect; nearly all actives have a fitted effect of over 55% in size
#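 qHTS (up to 57 uM final) was run with 24 h compound exposure of reporter cells at 37 °C. Each well was multiplexed: SteadyGlo luminescence measured ATXN2-luciferase expression after a fluorogenic Gly-Phe-AFC viability readout (25 uM final).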
# S2 tox = Viability Counterscreen for Primary qHTS for Inhibitors of ATXN expression. Potency, µM (top dose mostly 56.7 µM), most hits filed as cytotoxic. S2 cells (HEK-293 line with an ATXN2-luciferase reporter) viability, CellTiter-Fluor protease fluorescence, 24 h. 400,000 compounds, 0.49% hits; further: potency means the concentration at half of the fitted maximal effect; nearly all actives have a fitted effect of over 40% in size
# IL-1B inflam inh = qHTS for Inhibitors of Inflammasome Signaling: IL-1-beta AlphaLISA Primary Screen; THP-1 LPS/ATP IL-1B secretion, AlphaLISA, 16 h; active compounds read low; activity change, % at 57.5 µM; 360,000 compounds, 4.7% hits; in the data active means activity change below about -50%; inconclusive means mostly about -30% to -49%; further: on the % scale 0 is the no-effect control and ±100 the full control effect
#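 Secreted IL-1B measured by AlphaLISA bead assay after 16 h compound exposure of THP-1 cells; compounds (final up to 57.5 uM) added 1 h before LPS (250 ng/mL) and ATP (1.25 mM) stimulation; lower signal means less secretion.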
# HepG2 viability = qHTS for Inhibitors of TGF-b: Cytotox Counterscreen; AID 588856, 2011; 410,000 compounds, 0.76% hits; HepG2 CAGA-GFP viability, ATP luminescence, 18 h; Potency, µM (titrated, usually from 46.1 µM), for the others: at the top dose activity change, negative = cytotoxicity, hits mostly cytotoxic; further: potency means the concentration at half of the fitted maximal effect; some results filed as inactive show a strong effect at the top dose
#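 CellTiter-Glo luminescence gave cytotoxicity after 18 hours at 37 degrees C. The cells were HepG2 CAGA-GFP in 1% FBS DMEM, stimulated with 500 pg/mL TGF-beta after compound addition. %Activity was normalised to no-cell wells (complete cell-killing) and DMSO (no toxicity), and curves were fitted and classified.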
# HT1080 IDH1KD tx = qHTS for induction of synthetic lethality in tumor cells producing 2HG: qHTS for the HT-1080-IDH1KD cell line; HT-1080 IDH1 knockdown viability, ATP luminescence, 48 h; Potency, µM (top dose mostly 46.1 µM), inactives show at the highest dose activity, negative = toxicity, hits mostly cytotoxic; 360,000 compounds, 2% hits;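 further: potency means the concentration at half of the fitted maximal effect; 0% = DMSO wells and -100% = cell-free medium wells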
#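 Viability of IDH1-knockdown HT-1080 fibrosarcoma cells was assessed by CellTiter-Glo after 48 h at 37 °C with titrated compound; concentration-effect curves were classified by fit quality and response size.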
# SW480 rereplic = A quantitative high throughput screen for small molecules that induce DNA re-replication in SW480 colon adenocarcinoma cells; SW480 DNA re-replication, Hoechst DNA content imaging, 48 h; Potency, µM (titrated, usually from 46.1 µM), inactives show at the highest dose re-replication activation, usual class: activators; 340,000 compounds, 1.8% hits; further: potency means the concentration at half of the fitted maximal effect; % of control where 0% means no effect; nearly all actives have a fitted effect of over 55% in size
#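 Image-based DNA-content assay: after two days of treatment, nuclei were labelled with the DNA dye Hoechst and imaged, and hits were compounds raising the count of nuclei showing high fluorescence intensity.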
# Starred values were filed as active, the others as inactive; i = inactive; ? = inconclusive; nt = not tested or not shown; & = joins results of further samples; ! = repeats disagree; [ ] = another dose, or the depositor's remark. Unless noted, the call rests on the fitted dose curve; in most records, active means well fitted curve in the direction sought with a large enough effect; inconclusive means small, poorly fitted or top-dose-only effect, or another doubt; inactive means no such curve, though single readings can be large; an effect the other way counts as inactive or inconclusive. No enrichment for hits; about 8.9% have a hit in one of these screens.
SMILES,MCF10A rereplic,KB-3-1 cytotox,HT1080-NT tox,ATXN2 expr inh,S2 tox,IL-1B inflam inh,HepG2 viability,HT1080 IDH1KD tx,SW480 rereplic
COc1ccc(CCN2CC(C(=O)Nc3ccccc3F)CC2=O)cc1OC (stereo unspecified),-53%[inhibitor],12%,15%,7%,i,16,-6%,3%,?
CN(C(=O)C1=CC(c2ccc3c(c2)OCO3)=NS(=O)(=O)N1C)c1ccccc1,nt,1%,nt,4%,i,nt,3%,nt,nt
COc1ccc(C2C(C(N)=O)=C(C)Nc3nc(CCCO)nn32)cc1OC (stereo unspecified),0%,-1%,2%,6%,i,19,-1%,-2%,-6%
COc1cc(OCc2ccccc2)c2c(CCC(=O)O)cc(=O)oc2c1,14%,9%,-5%,8%,i,40,-6%,-2%,-5%
CC1CNCCN1S(=O)(=O)c1cccc2cnccc12 (stereo unspecified),?,-1%&-5%,?,-12%&0%,i,-91*!,-32%&-34%,?,-8%&-3%&-6%
CCOC(=O)[C@]12CCCC=C1N(CCC1=CCCCC1)C(=O)[C@H](CC(=O)N1CCOCC1)C2,nt,-2%,-9%,nt,nt,12,nt,-6%,nt
Nn1c(SCC(=O)Nc2ccccc2)nnc1C1CCCCC1,-3%,15%,0%,9%,i,6,2%,5%,-6%
O=C(c1ccco1)N1CCN(C(=O)c2snc3ccc(Cl)cc23)CC1,-11%,-3%,3%,-11%,i,0,-8%,-1%,-8%
Cc1cc(C(=O)Nc2ccc(Cl)cc2)n(-c2ccccc2)n1,5%,-5%,-16%,17%,i,?,-6%,3%,8%
COC(=O)c1ccc(CNC(=O)COC(=O)/C=C/c2ccc(O)c(OC)c2)cc1,6%,22%,8%,3%,i,-68*,4%,8%,-5%
Cc1sc(NC(=O)COc2cccc(-n3cnnn3)c2)c(C#N)c1C,?,-7%,2%,?,?,-2,-16%,7%,?
C[C@H]1CN([C@@H](C)CO)C(=O)c2cc(NC(=O)C3CCCCC3)ccc2O[C@H]1CN(C)S(=O)(=O)c1ccccc1,?,17%,1%,7%,i,-6,-7%,5%,?
COc1cccc(OC)c1OCCCCN1CCCCC1,3%,6%,1%,-6%,i,0,-2%,0%,?
COc1ccc(NC(=O)C2Cc3cccc(OC)c3O/C2=N\O)cc1 (stereo unspecified),-12%,?,0%,nt,i,28,1%,0%,12%
COc1ccc(CC(=O)OCC(=O)Nc2ccc(Cl)cn2)cc1,-3%,-6%,-4%,1%,i,24,-40%,-1%,-4%

# Some of these compounds in order of molecular weight, rising:
SMILES,MCF10A rereplic,KB-3-1 cytotox,HT1080-NT tox,ATXN2 expr inh,S2 tox,IL-1B inflam inh,HepG2 viability,HT1080 IDH1KD tx,SW480 rereplic
CC1CNCCN1S(=O)(=O)c1cccc2cnccc12 (stereo unspecified),?,-1%&-5%,?,-12%&0%,i,-91*!,-32%&-34%,?,-8%&-3%&-6%
COc1cccc(OC)c1OCCCCN1CCCCC1,3%,6%,1%,-6%,i,0,-2%,0%,?
COc1ccc(NC(=O)C2Cc3cccc(OC)c3O/C2=N\O)cc1 (stereo unspecified),-12%,?,0%,nt,i,28,1%,0%,12%
Cc1sc(NC(=O)COc2cccc(-n3cnnn3)c2)c(C#N)c1C,?,-7%,2%,?,?,-2,-16%,7%,?

# Next part:
SMILES,MCF10A rereplic,KB-3-1 cytotox,HT1080-NT tox,ATXN2 expr inh,S2 tox,IL-1B inflam inh,HepG2 viability,HT1080 IDH1KD tx,SW480 rereplic
c1ccc(-c2nc3nc4ccccc4nc3n2Cc2ccco2)cc1,?,-2%,-3%,36%,i,-7,-17%,1%,-4%
COc1ccc(NC(=O)Nc2ccc3c(c2)OCO3)c(C)c1,-19%,-3%,-1%,2%,i,?,0%,-2%,1%
Cn1cc(CCNC(=O)C2CCC(=O)N(CCc3ccc(Cl)cc3)C2)cn1 (stereo unspecified),-1%,nt,1%,2%,?,16,-26%,8%,0%
Cc1ccc(N(CC(=O)Nc2ccccc2-c2ccccc2)S(=O)(=O)c2ccccc2)c(C)c1,21µM*,-9%,-6%,nt,i,18,-7%,-12%,5%
CN(C(=O)CCNC(=O)Cn1cnc2ccccc2c1=O)c1ccccc1F,4%,12%&1%,5%,-7%&10%,i,79,-11%&-26%,11%,-4%
C(=C\n1nnc2ccccc21)/c1ccccn1,18%,3%,-2%,12%,i,-1,-27%,-1%,-4%
Cc1cc(Cl)ccc1OCC(=O)NNC(=O)C1CCCO1 (stereo unspecified),-4%,7%,17%,4%,i,0,4%,11%,-7%
c1ccc(OCCSc2nnnn2C2CCCCC2)cc1,9%,-1%,2%,56%[activator],i,-3,9%,1%[9.24 µM],-9%
CSCCC(NC(N)=O)C(=O)N(C)CC(=O)Nc1cc(C)ccc1C (stereo unspecified),?,-1%,-2%,-6%,i,6,-22%,-7%,-1%
c1ccc(-c2nc3ccccc3o2)nc1,4%,0%,6%,35%,i,-3,-2%,8%,-3%
CCSc1ncc(C)cc1[N+](=O)[O-],4%,17%,2%,11%,i,23,-27%,3%,1%
COc1ccc(-n2nc(C(=O)N3CCN(c4cccc(C(F)(F)F)c4)CC3)c3c4ccccc4n(C)c3c2=O)cc1Cl,nt,16%,nt,-4%,i,nt,7%,nt,nt
CC(C)OCCCn1c(SCC(=O)N2CCc3ccccc32)nc2ccccc2c1=O,-4%,20%,-19%,-2%,i,0,-3%,?,4%
COc1ccc(NC(=O)Nc2nnc(CC(=O)NCc3ccccc3)s2)cc1,-3%,?,-18%,?,i,0,0%,-27%,-3%
COC(=O)c1cccc(NC(=O)Cc2coc3cc(OC)ccc23)c1,23%,-5%,11%,-2%,i,14,-18%,2%,-1%
Cc1cccc(C(=O)n2c(=S)nc3ccccn32)c1,3%,13%,-8%,94%[activator],i,-8,-33%,-11%,15%
COc1ccc(-n2cnnc2SCC(=O)N2CCN(S(=O)(=O)c3ccccc3)CC2)cc1,14%,-29%,3%,0%,i,-8,-23%,-1%,20%
C=CCn1c(SCC(=O)c2cc(C)n(C(C)COC)c2C)nc2sc(C)c(C)c2c1=O (stereo unspecified),18µM*,8%,-28%,1%,i,-2,10%,?,?
CC(=O)/C(=N/Nc1ccc([N+](=O)[O-])cc1)N1CCCc2ccccc21,2%,4%,-1%,-3%,i,27,-8%,-7%,-91%[inhibitor]
C=CCNC(=O)/C(C#N)=C\c1cc(Cl)c(O)c(OCC)c1,-51%[inhibitor],11%,-8%,0%,i,10,8%,8%,?
CN(CCOc1ccccc1)CC(=O)Nc1ccc(Cl)cc1[N+](=O)[O-],1%,6%,14%,-1%,i,?,8%,-7%,0%
CCN(CC)CCN(C(=O)c1cc(Cl)sc1Cl)c1nc2cc3c(cc2s1)OCO3,11%,0%,-3%,12%,?,0,-31%,-3%,2%
CCS(=O)(=O)c1ncc(N(Cc2ccccc2)Cc2ccco2)c(C(=O)Nc2cccc(Cl)c2C)n1,nt,-6%,nt,5%,i,nt,-2%,nt,nt
O=C1NC[C@H](CCCCN2C[C@H](Cc3ccc(O)cc3)N(CC3CCCCC3)C(=O)C2=O)N(CCC2CCCCC2)C1=O,nt,19%,-26%,6%,?,-13,nt,?,nt
O=C(c1ccc(F)cc1Cl)N(Cc1ccco1)C1CCS(=O)(=O)C1 (stereo unspecified),-2%,6%,7%,-3%,i,0,-5%,2%,-1%
Cc1cccc(OCC(O)Cn2c(=N)n(Cc3ccccc3)c3ccccc32)c1 (stereo unspecified),8%,-2%,-1%,nt,i,-54*,-71%,-18%,?
Cc1cc(-c2ccccc2C(=O)Nc2ccccc2O)on1,-1%,-1%,-4%,-2%,i,20,10%,0%,?
CCOC1=C2CN(S(=O)(=O)c3ccc(C)cc3)[C@H](c3cccc(Cl)c3)C[C@@H]2N(S(=O)(=O)c2ccccc2[N+](=O)[O-])[C@H](c2ccccc2)C1,nt,0%,19%,5%,i,-11,-8%,10%,nt
COc1cccc(CN(C)C[C@@H]2OCc3cnnn3CCCC(=O)N([C@@H](C)CO)C[C@H]2C)c1,nt,-1%,2%,4%,i,-14,-10%,-1%,nt
Cc1cc2cc(CN(CCN3CCOCC3)C(=O)Nc3ccccc3F)c(=O)[nH]c2cc1C,-3%,-5%,-4%,-2%,i,-20,15%,-7%,3%
O=C(COCc1ccccc1)N[C@@H]1c2ccccc2CC[C@H]1OCc1ccccc1,?,0%,-1%,-17%,i,-6,-63%,-3%,?

# Grouped by structure, the compounds so far with a cyano group (two)
SMILES,MCF10A rereplic,KB-3-1 cytotox,HT1080-NT tox,ATXN2 expr inh,S2 tox,IL-1B inflam inh,HepG2 viability,HT1080 IDH1KD tx,SW480 rereplic
Cc1sc(NC(=O)COc2cccc(-n3cnnn3)c2)c(C#N)c1C,?,-7%,2%,?,?,-2,-16%,7%,?
C=CCNC(=O)/C(C#N)=C\c1cc(Cl)c(O)c(OCC)c1,-51%[inhibitor],11%,-8%,0%,i,10,8%,8%,?

# From PubChem BioAssay
